Source: PubChem (Sanford-Burnham Center for Chemical Genomics)
SENP7 inh: SENP7 protease inhibition. inhibition, % at 5 µM. AID 434973. recombinant SENP7, Z-RLRGG-aminoluciferin luminescence, 40 min. actives 1.5% (n = 330,000). Q9BQF6;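 active = inhibition above about 50% at the single test dose, limit read from the data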;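 also: plate controls were DMSO with enzyme for no effect and no enzyme buffer wells for full effect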
SENP8 block-1: SENP8 protease inhibition; Q96LD8; purified SENP8, Z-RLRGG-aminoluciferin cleavage, luminescence; inhibition, % at 10 µM; actives 1.2% (n = 330,000); AID 2540; in the data active = inhibition above about 50%
Target sequence (Q96LD8 whole entry, looked up): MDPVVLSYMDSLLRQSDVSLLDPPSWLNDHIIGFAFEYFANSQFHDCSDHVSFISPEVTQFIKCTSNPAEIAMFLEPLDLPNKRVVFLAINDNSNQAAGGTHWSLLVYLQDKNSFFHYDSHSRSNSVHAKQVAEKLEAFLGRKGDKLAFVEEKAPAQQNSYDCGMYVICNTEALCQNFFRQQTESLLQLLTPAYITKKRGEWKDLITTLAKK
UBC13 polyUb: inhibitors of human UBC13 polyubiquitin chain formation. P61088. TR-FRET. inhibition, % at 20 µM. actives 0.47% (n = 330,000); in the data active = inhibition above about 45%, passing the limit was not always enough
SENP1 FRET inh: blocks the human SENP1 SUMO protease catalytic domain; Q9P0U3; recombinant SENP1 catalytic domain, CyPet-SUMO1-YPet FRET cleavage; inhibition, % at 10 µM; actives 0.21% (n = 360,000);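 active = inhibition at least 30% at 10 µM, raw YFP signal under a set limit, fluorescence ratio 0.5 to 1.5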;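 also: 0% = enzyme with DMSO and 100% = no enzyme wells; some results filed as inactive read as strong as hits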
Target sequence (Q9P0U3 419-644 limits assumed): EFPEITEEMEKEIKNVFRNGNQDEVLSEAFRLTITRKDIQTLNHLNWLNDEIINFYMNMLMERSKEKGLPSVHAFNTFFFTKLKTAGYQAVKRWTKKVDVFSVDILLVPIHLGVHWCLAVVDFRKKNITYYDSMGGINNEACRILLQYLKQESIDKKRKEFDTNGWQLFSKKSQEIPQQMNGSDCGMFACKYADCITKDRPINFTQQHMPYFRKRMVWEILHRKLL
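system = hSENP1 catalytic domain, recombinant | reagent = SFCypet-SUMO1-SFYpet substrate at 25 nM | doses = one dose per compound, 10 µM, 0.5% DMSO | incubation = enzyme reaction for 50 min at room temperature, dark | measured by = FRET, CFP and YFP emission | controls = no-enzyme low, enzyme-DMSO high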
SENP6 inh: inhibitors of human SENP6 protease; Q9GZR1; Recombinant SENP6 catalytic domain, aminoluciferin luminescence; inhibition, % at 10 µM; actives 1.8% (n = 330,000); AID 2599;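 active = inhibition above about 50% at the single tested dose, limit read from the data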;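 also: plate controls were DMSO wells with enzyme for no effect and DMSO wells lacking enzyme for full effect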
Target sequence (Q9GZR1 628-1112 limits assumed): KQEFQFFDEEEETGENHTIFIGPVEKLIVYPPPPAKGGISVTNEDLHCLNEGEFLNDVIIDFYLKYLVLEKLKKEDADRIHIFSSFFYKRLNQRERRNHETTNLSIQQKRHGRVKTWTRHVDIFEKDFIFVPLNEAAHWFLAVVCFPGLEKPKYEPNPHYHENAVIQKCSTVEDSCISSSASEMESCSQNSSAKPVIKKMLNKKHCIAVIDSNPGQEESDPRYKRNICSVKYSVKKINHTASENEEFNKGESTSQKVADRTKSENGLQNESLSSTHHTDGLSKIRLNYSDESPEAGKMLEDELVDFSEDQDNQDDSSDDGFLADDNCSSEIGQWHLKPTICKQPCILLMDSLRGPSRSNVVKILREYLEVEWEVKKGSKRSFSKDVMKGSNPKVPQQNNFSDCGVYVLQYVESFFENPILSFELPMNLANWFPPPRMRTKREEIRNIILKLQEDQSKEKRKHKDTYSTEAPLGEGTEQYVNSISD
SENP8 block-2: SENP8 (human) protease inhibition. Q96LD8. recombinant SENP8, Nedd8 substrate fluorescence. inhibition, % at 20 µM. actives 0.64% (n = 360,000). AID 602440; in the data active = inhibition mostly above about 40%, no sharp cut-off; inactive = mostly below about 27%
APOBEC3G inh: APOBEC3G (human) deaminase inhibition; recombinant A3G, ssDNA deamination FAM/TAMRA fluorescence; inhibition, % at 20 µM; actives 0.28% (n = 330,000); AID 493012;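 active = inhibition of at least 40% at 20 µM, with no more than 30% in the related APOBEC3A deaminase screen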;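 also: plate controls were DMSO wells with A3G for no effect and wells lacking A3G enzyme for full effect; some compounds called inactive have numbers as strong as hits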
Apaf1 inhib: blocks human Apaf-1 apoptosome activity; O14727; reconstituted apoptosome caspase-3 activity, DEVD-Rh110 fluorescence; inhibition, % at 20 µM; actives 0.71% (n = 330,000); active = inhibition of at least 40% at 20 µM;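 also: plate controls were DMSO wells for no effect and DEVD-CHO caspase inhibitor wells for full effect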
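System: Apoptosome proteins | Medium: Hepes pH 7.5 with detergent and BSA | Also added: Cytochrome c trigger plus (Z-DEVD)2-Rh110 caspase-3 substrate | Incubation: 30 min compound preincubation, 50 min activation, room temperature | Detection: Rhodamine 110 fluorescence at Ex 480/Em 540 nm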
* = called active by the depositor; . = not tested or not shown. Rows were taken by chance; overall some 3.6% were active at least once.

SMILES	SENP7 inh	SENP8 block-1	UBC13 polyUb	SENP1 FRET inh	SENP6 inh	SENP8 block-2	APOBEC3G inh	Apaf1 inhib
O=C(COC(=O)C1c2ccccc2Oc2ccccc21)NC1CCS(=O)(=O)C1 (configuration not stated)	-3	-1	9	-1	-2	10	-4	7
O=C(CNC(=O)CNC(=O)c1ccc(Cl)cc1Cl)NCc1cccc(Cl)c1	-1	5	1	-3	-23	3	12	6
Cc1noc(-c2ccc(Cl)cc2)c1C(=O)O/N=C(\N)c1ccc(C(C)(C)C)cc1	-5	1	4	2	-7	27	-2	-4
CC(C)OCCCNC(=O)C1CC(=O)N(CCc2ccc(F)cc2)C1 (configuration not stated)	2	-2	4	1	-6	3	-11	-17
COC(=O)CCNC(=O)Cn1cnc2sc3c(c2c1=O)CCCC3	10	0	3	3	4	13	-1	15
Cn1c(-c2cc(Br)ccc2O)n[nH]c1=S	0	4	12	4	-8	-10	48*	-5
Cc1noc(C)c1S(=O)(=O)N1CCCC1C(=O)NC(C)(C)C (configuration not stated)	6	3	4	2	1	5	-1	-1
Cc1cc(C)cc(N2C(=O)CN(Cc3sccc3C)C2=S)c1	-3	0	8	3	-8	0	-8	1
CCCN(CC1CC1)C(=S)Nc1ccc(Oc2ccccc2)cc1	0	4	-8	-2	5	12	0	17
COc1ccccc1CNS(=O)(=O)c1cc(C)ccc1OC	-1	-7	5	2	-15	25	-6	5
Cc1nc2ccc(C(=O)N3c4ccccc4CC3C)cc2s1 (configuration not stated)	-8	-5	-6	0	-11	-5	-8	10
N#CC1(Cc2ccccc2Cl)c2ccccc2C=CN1C(=O)c1ccccc1 (configuration not stated)	-3	-4	-9	3	7	27	4	20
COc1ccc(NC(=O)NCCCCc2ccccc2)c(OC)c1	-2	-7	2	0	-11	0	-6	10
CCOc1ccc(-n2c(=O)c3sccc3n(CC(=O)NCc3ccco3)c2=O)cc1	-4	-1	20	-3	7	5	-3	-17
C=CCN1C(=O)C2(c3ccccc31)C1CCCC=C1C(C#N)=C(N)C2(C#N)C#N (configuration not stated)	-7	-13	-6	-31	-10	21	-6	6
COc1ccccc1NS(=O)(=O)c1ccc(NC(C)=O)cc1	4	0	15	2	-2	19	-5	-9
CC1CCc2c(C(=O)N3CCN(S(=O)(=O)c4cccs4)CC3)csc2C1 (configuration not stated)	1	12	8	2	11	8	-2	16
CCN(C(=O)CSc1nc2nc(C)cc(C)n2n1)c1ccccc1	-2	-3	-2	3	-10	12	-7	-29
COc1ccc(/C=C/C(=O)Nc2ccccc2C(=O)N2CCCC2)cc1	-3	11	3	0	18	-3	0	0
COCCN1C(=O)N[C@@H](c2ccccc2)[C@H](C(=O)OC)[C@H]1C	1	-9	0	-1	-3	14	7	8
Cc1cccc(-n2nc(C(=O)c3ccco3)cc(-c3nc4ccccc4[nH]3)c2=N)c1	-6	-9	-42	-14	-11	1	-4	10
COc1ccc(/C=N/NC(=O)CCn2nc(C)cc2C)cc1	-3	5	1	0	0	9	-4	-20
C=CCNC(=O)C12CCC(C)(C(=O)C1Br)C2(C)C (configuration not stated)	-4	3	10	-1	2	7	0	3
COC(=O)c1cccc(Oc2nc3c(c(=O)n(C)c(=O)n3C)n2Cc2ccc(C)cc2)c1	-4	1	19	-2	-17	8	-8	-2
CCOC(=O)N1CCN(C(=O)/C(=C/c2ccc(N(C)C)cc2)NC(=O)c2ccccc2)CC1	4	2	-6	-6	15	-164	-3	-5
Cc1cccc(C(=O)NCC(c2ccco2)N2CCc3ccccc32)c1 (configuration not stated)	-1	2	-2	-1	-2	1	5	17
CCOC(=O)N1CCN(C(=S)NC(=O)c2cccc(OC)c2)CC1	9	-3	2	2	-2	10	-7	0
CCNC(=O)CN(CCc1ccccc1)S(=O)(=O)c1ccc(OC)cc1	10	1	-6	4	-2	20	10	15
COc1ccc(CC(=O)O/N=C(\N)c2ccc(C)cc2)cc1	3	-5	5	3	-21	16	-10	2
O=C(O)C1(c2ccccc2)CCN(S(=O)(=O)c2cccs2)CC1	-3	1	-6	1	-7	25	-2	-4
CN(C(=O)CSc1nnc(-c2ccco2)o1)C1CCCCC1	7	1	10	-1	9	24	-6	1
COc1ccc(NC(=O)N2CCC(n3nnc4cc(C)ccc43)CC2)cc1	15	-1	-3	2	14	10	-1	2
CN(c1ccccc1)S(=O)(=O)c1ccc2c(c1)oc(=O)n2C	1	-13	-8	2	13	12	-6	12
CCN1C(=O)/C(=C\c2cn(CCC#N)nc2-c2ccc(F)cc2)SC1=S	6	3	-4	-15	12	25	-5	-5
COc1ccc(CCNC(=O)c2cccc(NS(=O)(=O)c3ccccc3F)c2)cc1OC	-2	-1	-4	-1	-3	2	3	12
CCN(CC)S(=O)(=O)c1ccc(Cl)c(C(=O)Oc2cccnc2)c1	-6	2	13	1	1	14	-3	2
CCOC(=O)CSc1nc2c(c(=O)n(C)c(=O)n2C)n1Cc1ccccc1F	-8	5	7	1	-3	19	-4	-5
O=C(CN(C(=O)CCC(=O)Nc1nccs1)c1ccccc1F)NCCc1ccccc1	-6	-6	-3	1	-22	4	-5	8
CC(=O)NCCC1CCN(C(=O)c2cc(COc3ccc(C)nc3)on2)CC1	-2	-3	-1	0	3	-2	-3	-7
O=S(=O)(c1ccccc1)c1nc(-c2ccco2)oc1N1CCCCCC1	16	-11	0	5	-27	1	-7	12
Cc1cc(C)nc(Oc2ccc(Br)cc2Br)n1	-6	4	7	-11	-5	-60	-3	1
COc1ccc(C(=O)Nc2nc3c(s2)Cc2cc(OC)ccc2-3)cc1	93*	90*	-52	-38	82*	-59	-6	97*
CC(C)(Oc1ccc(Cl)cc1)C(=O)NCc1n[nH]c(=O)c2ccccc12	-4	2	0	1	-2	-2	-4	-3
CCOc1cc(CNS(=O)(=O)c2ccc3c(c2)CC(=O)N3C)cc(OCC)c1OCC	2	7	-5	3	-15	6	-3	-11
CC1(C)CCc2cc(CN3CCN(c4ccccn4)CC3)ccc2O1	-2	2	8	2	-32	12	-7	2
CCCCn1c(N)c(N(CC(C)C)C(=O)c2cccc(S(=O)(=O)N3CCN(C)CC3)c2)c(=O)[nH]c1=O	-3	1	2	-2	-6	14	-4	5
CCCn1c(CCC(=O)O)nc2cc(S(=O)(=O)N(CC)CC)ccc21	3	6	-2	-1	5	6	-5	-6
O=S(=O)(NCCNS(=O)(=O)c1cccs1)c1cccs1	6	-3	-2	2	0	15	5	-14
CSCCC(NC(=O)c1ccc(Cl)cc1Cl)C(=O)OC1CCCCC1=O (configuration not stated)	6	2	1	1	-4	6	-4	-1
COc1ccc(-c2cccc(-c3cc(=O)oc4cc(OC)cc(OC)c34)c2)cc1	1	.	.	0	.	-40	3	21
O=C(NO)c1ccc(C(=O)N(C2CCCCC2)C2CCCCC2)cc1	1	-8	13	0	6	6	-6	3
CCCN1CCC(N2CCN(c3ccc([N+](=O)[O-])cc3)CC2)CC1	6	-4	-13	-3	-12	24	-5	-2
CC(=O)N1CCC(N2CCN(Cc3ccc(C)cc3)C(CCO)C2)CC1 (configuration not stated)	-3	0	5	0	-27	-14	-3	-1
COC(=O)C(C)Sc1nc2c(c(-c3ccc(OC)cc3)c1C#N)-c1ccccc1C2=O (configuration not stated)	-5	-4	-16	2	-2	14	0	22
c1ccc(Cn2nnnc2C(c2cccs2)N2CCSCC2)cc1 (configuration not stated)	-12	-10	3	1	-7	12	-6	5
COC(=O)[C@H](C)NC(=O)Nc1ccc(OC(F)(F)F)cc1	-6	-4	-9	-1	4	32	-4	-2
O=C(COc1ccc2c(c1)oc(=O)c1ccccc12)NCC1CCC(C(=O)O)CC1 (configuration not stated)	-8	-2	9	2	13	-214	-3	-4
CC(C)Oc1ccc(N2CC(C(=O)Nc3ccccn3)CC2=O)cc1 (configuration not stated)	13	3	2	0	-17	11	4	2
Cc1ccc2cc(CN(Cc3ccco3)C(=O)c3ccco3)c3nnnn3c2c1	-2	-6	4	2	-8	6	-6	20
CCCCCn1c(=O)[nH]c2cc(C(=O)N3CCN(Cc4ccc5c(c4)OCO5)CC3)ccc2c1=O	6	0	1	-1	13	-3	-2	29

Further entries:
SMILES	SENP7 inh	SENP8 block-1	UBC13 polyUb	SENP1 FRET inh	SENP6 inh	SENP8 block-2	APOBEC3G inh	Apaf1 inhib
Cc1cc(C)c(-n2nnnc2SCC(=O)c2cc3ccccc3o2)c(C)c1	3	2	-6	3	-2	12	-10	-6
Cc1cc(=O)c2c(C)nn(-c3ccccc3)c2[nH]1	1	7	3	3	-6	13	-3	-4
O=c1cc(-c2ccccc2)nc(SCc2ccc(Cl)cc2)[nH]1	-13	-2	-6	-1	2	28	-6	2
CCOC(=O)C1(Cc2ccccc2)CCN(Cc2ccc(COC)o2)CC1	0	-1	-2	1	15	-6	-5	-5
N/C(Cc1ccc([N+](=O)[O-])cc1)=N\OC(=O)Cc1ccc(Cl)cc1	-11	-4	-7	3	-2	4	-11	5
COc1ccc(-c2nc(/C=C3\C(C)=Nc4ccccc43)c(O)o2)cc1	-2	-3	-64	-35	-6	-24	-6	-2

16 successive records out of the list so far:
SMILES	SENP7 inh	SENP8 block-1	UBC13 polyUb	SENP1 FRET inh	SENP6 inh	SENP8 block-2	APOBEC3G inh	Apaf1 inhib
O=S(=O)(NCCNS(=O)(=O)c1cccs1)c1cccs1	6	-3	-2	2	0	15	5	-14
CSCCC(NC(=O)c1ccc(Cl)cc1Cl)C(=O)OC1CCCCC1=O (configuration not stated)	6	2	1	1	-4	6	-4	-1
COc1ccc(-c2cccc(-c3cc(=O)oc4cc(OC)cc(OC)c34)c2)cc1	1	.	.	0	.	-40	3	21
O=C(NO)c1ccc(C(=O)N(C2CCCCC2)C2CCCCC2)cc1	1	-8	13	0	6	6	-6	3
CCCN1CCC(N2CCN(c3ccc([N+](=O)[O-])cc3)CC2)CC1	6	-4	-13	-3	-12	24	-5	-2
CC(=O)N1CCC(N2CCN(Cc3ccc(C)cc3)C(CCO)C2)CC1 (configuration not stated)	-3	0	5	0	-27	-14	-3	-1
COC(=O)C(C)Sc1nc2c(c(-c3ccc(OC)cc3)c1C#N)-c1ccccc1C2=O (configuration not stated)	-5	-4	-16	2	-2	14	0	22
c1ccc(Cn2nnnc2C(c2cccs2)N2CCSCC2)cc1 (configuration not stated)	-12	-10	3	1	-7	12	-6	5
COC(=O)[C@H](C)NC(=O)Nc1ccc(OC(F)(F)F)cc1	-6	-4	-9	-1	4	32	-4	-2
O=C(COc1ccc2c(c1)oc(=O)c1ccccc12)NCC1CCC(C(=O)O)CC1 (configuration not stated)	-8	-2	9	2	13	-214	-3	-4
CC(C)Oc1ccc(N2CC(C(=O)Nc3ccccn3)CC2=O)cc1 (configuration not stated)	13	3	2	0	-17	11	4	2
Cc1ccc2cc(CN(Cc3ccco3)C(=O)c3ccco3)c3nnnn3c2c1	-2	-6	4	2	-8	6	-6	20
CCCCCn1c(=O)[nH]c2cc(C(=O)N3CCN(Cc4ccc5c(c4)OCO5)CC3)ccc2c1=O	6	0	1	-1	13	-3	-2	29
Cc1cc(C)c(-n2nnnc2SCC(=O)c2cc3ccccc3o2)c(C)c1	3	2	-6	3	-2	12	-10	-6
Cc1cc(=O)c2c(C)nn(-c3ccccc3)c2[nH]1	1	7	3	3	-6	13	-3	-4
O=c1cc(-c2ccccc2)nc(SCc2ccc(Cl)cc2)[nH]1	-13	-2	-6	-1	2	28	-6	2
